# High-throughput results as filed in PubChem.
# Wnt bcat act: activates Wnt/beta-catenin signaling in a reporter cell assay | activator, plate reader | activation, % at 9.35 µM | 300,000 tested, 1.2% active; in the data active means activation above about 30%, passing the limit was not always enough; inconclusive means no clear call, values can overlap the other calls;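 further: 0% = neutral control wells and 100% = positive control wells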
# phage Ecoli inh: E. coli growth loss with phage present; growth absorbance; inhibition, % at 11.9 µM; 360,000 tested, 0.26% active; AID 651602; in the data active means inhibition above about 11%
# E coli growth: reduces bacterial viability in AddAB counter-screen; E. coli V3065 growth, OD600 absorbance, 18 h; inhibition, % at 11.9 µM; 330,000 tested, 0.27% active;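 active means inhibition above the campaign's mean inhibition across all tested compounds plus 3 SD, cut at about 9.9% in these data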;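 further: uninfected addAB+ strain grown without phage in ampicillin broth; 0% = DMSO wells and 100% = ciprofloxacin 0.95 µg/ml wells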
# CAL PDZ FP-1: human CAL PDZ-peptide interaction inhibition; AID 504414; inhibition, % at 20 µM; purified CAL PDZ, TMR-peptide fluorescence polarization, 1 h; Q9HD26; 330,000 tested, 0.02% active;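 active means highest replicate inhibition of at least 40%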;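 further: plate controls were DMSO neutral control wells for no effect and unlabeled competitor peptide control wells for full effect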
#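 material = purified tagged CAL PDZ domain construct (CerCALP) | compound dosing = 20 µM, one dose | times = 1 h at RT | measured by = fluorescence polarization from S- and P-plane intensities, G-factor corrected | read-out = inhibition from polarization loss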
# AddAB inh: less growth of phage-infected E. coli with AddAB; inhibition, % at 11.9 µM; 330,000 tested, 0.29% active; E. coli expressing H. pylori AddAB, absorbance growth; in the data active means inhibition above about 12%;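 further: 0% = vehicle wells of infected cells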
# MITF TRPM1 HTS: activators of MITF-driven TRPM1 promoter activity in SK-MEL-5 cells; AID 588334; SK-MEL-5 TRPM1-promoter luciferase, 24 h; % of positive control, neutral wells = 0; activation, % at 12.5 µM; 300,000 tested, 0.75% active;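 active means mean activation of at least 80% with every replicate also reaching 80%; inconclusive means mean reaches 80% but some replicate falls short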;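 further: 0% = neutral control wells and 100% = parthenolide positive control wells; values of inactives mirror those of a sister screen read the other way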
# Tat transport: inhibitors of E. coli Tat protein transport; E. coli MC4100 TorA-mCherry Tat export, fluorescence; inhibition, % at 10 µM; 340,000 tested, 0.036% active;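 active means mean replicate inhibition at least 50% and at least half of replicates individually reaching 50%; inconclusive means only one of the two criteria met; inactive means neither criterion met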;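 further: exported cargo escapes ClpAP degradation while cytoplasmic cargo is degraded and loses fluorescence; 0% = median of neutral control wells and 100% = median of NaSCN control wells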
# SR-BI DiI inh: blocks mouse SR-BI lipid uptake from DiI-HDL | 320,000 tested, 0.96% active | inhibition, % at 12.5 µM | AID 488896 | ldlA[mSR-BI] CHO cells, DiI-HDL uptake fluorescence, 3 h | Q61009;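 active means mean replicate inhibition of at least 70% and a set share of replicates each scoring 70 or more; inconclusive means meets just one of the two criteria; inactive means fails both criteria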;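 further: 0% = median of neutral control wells and 100% = median of positive control wells; values of inactives mirror those of a sister screen read the other way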
# Target sequence (Q61009 whole entry, looked up): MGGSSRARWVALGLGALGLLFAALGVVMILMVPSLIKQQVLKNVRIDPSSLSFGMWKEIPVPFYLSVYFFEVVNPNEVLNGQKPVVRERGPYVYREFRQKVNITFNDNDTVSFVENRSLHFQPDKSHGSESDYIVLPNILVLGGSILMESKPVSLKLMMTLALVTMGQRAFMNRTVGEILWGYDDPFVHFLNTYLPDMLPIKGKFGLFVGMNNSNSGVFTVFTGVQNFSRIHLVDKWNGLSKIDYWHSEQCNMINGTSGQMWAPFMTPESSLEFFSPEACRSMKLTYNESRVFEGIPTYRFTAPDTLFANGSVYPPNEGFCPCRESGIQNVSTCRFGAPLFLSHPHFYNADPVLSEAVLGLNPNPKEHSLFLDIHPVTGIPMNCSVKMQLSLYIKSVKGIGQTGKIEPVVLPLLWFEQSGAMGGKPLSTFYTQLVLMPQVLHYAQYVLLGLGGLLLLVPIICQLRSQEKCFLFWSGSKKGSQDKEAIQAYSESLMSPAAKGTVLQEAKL
# CAL PDZ FP-2: blocks peptide binding to the human CAL PDZ domain. Q9HD26. purified CAL PDZ, TMR-peptide fluorescence polarization, 1 h. inhibition, % at 24.9 µM. 300,000 tested, 0.92% active. AID 602252;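 active means mean inhibition of at least 30% with at least half of replicates also reaching 30%; inconclusive means no clear call, values can overlap the other calls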;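 further: 0% = DMSO neutral control and 100% = excess unlabeled competitor peptide PRC23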
# SR-BI DiI-HDL act: enhances SR-BI lipid uptake from DiI-HDL; 320,000 tested, 0.096% active; activation, % at 12.5 µM; CHO ldlA[mSR-BI] cells, DiI-HDL uptake fluorescence, 3 h; 100 = double the neutral-control signal;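 active means mean replicate activation of at least 60% and every replicate at or above 60%; inconclusive means mean or all-replicate condition met, but not both; inactive means mean below 60% and not all replicates reaching 60%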;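 further: 0% = median plate neutral-control signal and 100% = twice that signal; values of inactives mirror those of a sister screen read the other way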
#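 Material – SR-BI-overexpressing, LDLR-lacking CHO cells · Medium – BSA-supplemented, HEPES-buffered Ham's F12, pH 7.4 · Doses – single concentration · Times – compound with DiI-HDL co-incubation, 3 h at 37 °C · Measured by – bottom-read fluorescence, 550/595 nm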
# Active calls of the source: *; ? = inconclusive; . = not tested or not shown.
Structure	AddAB inh	CAL PDZ FP-2	Wnt bcat act	SR-BI DiI inh	CAL PDZ FP-1	SR-BI DiI-HDL act	MITF TRPM1 HTS	E coli growth	Tat transport	phage Ecoli inh
O=[N+]([O-])c1ccc(COc2ccc(-c3[nH]ncc3-c3ccc(Cl)cc3)c(O)c2)cc1	5.3	3	-12	?	-0.3	-71	-10	1.0	-13	6.6
CC(Nc1n[nH]c(=O)[nH]c1=O)C(=O)N/N=C/c1ccccc1 (stereo not drawn)	1.1	.	-5	.	-0.8	.	13	0.8	1	2.3
Cc1ccc(-c2ccc(/C=N/n3cnnc3)o2)cc1Cl	1.7	-2	.	-3	-1.7	3	19	-0.2	-6	0.6
CCC(C)NC(=O)C1(O)c2ccccc2NC(=O)N1c1ccc(C)c(C)c1 (stereo not drawn)	1.1	0	-1	-19	0.4	19	.	0.5	-33	1.8
O=C(NC(=S)N1CCCC1)c1cccc([N+](=O)[O-])c1	-2.1	-4	-2	-22	-1.2	22	-8	0.6	0	2.5
C[n+]1cccc(C(=O)O)c1	.	-5	-2	-15	0.9	15	8	.	-16	0.1
CCOc1ccc(S(=O)(=O)N(C)CCO)cc1-c1nc2c(C(C)(C)C)nn(C)c2c(=O)[nH]1	0.7	-9	.	-3	-3.3	3	16	-1.6	3	-0.8
Cc1ccc(OCC(=O)O/N=C(\N)Cc2ccc([N+](=O)[O-])cc2)cc1C	5.2	.	-2	-1	-0.2	1	.	1.8	1	-3.2
Cc1ccc2[nH]c3c(=O)n(CCCN4CCN(C)CC4)cnc3c2c1	0.5	-8	-3	16	-0.3	29	5	-2.4	5	3.1
CCC(c1nnc(SCC(=O)NCCc2ccc(Cl)cc2Cl)o1)N(C)C (stereo not drawn)	1.1	-4	.	9	-1.4	-9	5	-0.6	-3	2.4
O=C(Cc1c(Cl)cccc1Cl)NCCc1ccc(Cl)cc1	-0.4	.	.	-5	-0.6	5	-3	-1.9	3	2.8
CCN(C(=O)c1cc2c(=O)[nH]c3ccc(C)cc3c2s1)c1ccccc1F	-2.0	-3	-4	5	-0.6	-5	4	-1.1	0	3.3
O=C(CN(c1ccc(F)cc1)S(=O)(=O)c1ccc2c(c1)OCCO2)NCc1ccncc1	-2.2	-2	.	-16	-0.5	16	.	-2.6	-3	-0.8
COc1ccc(C(=O)NC(C(=O)NCC2CCCO2)C(C)C)cc1 (stereo not drawn)	-0.7	-6	-2	-29	0.0	29	-3	1.1	-10	1.1
Cc1cc(C)n(-c2nnc(C)n2/N=C/c2ccco2)n1	-1.8	0	.	-16	-1.1	16	.	0.2	0	4.1
Cc1ccc(NC(=O)C2CCN(S(=O)(=O)c3ccc(C(C)(C)C)cc3)CC2)cc1S(=O)(=O)N1CCOCC1	.	-2	-2	59	0.2	-59	-4	.	-8	0.5
COc1ccc(OC)c(S(=O)(=O)N2CCCC(N3CCN(c4ccccc4)CC3)C2)c1 (stereo not drawn)	-0.5	-6	-3	1	-2.2	-1	-8	-1.0	2	1.4
Cc1ccc(C2=NNC(C(O)C(O)C(O)C(C)O)S2)cc1 (stereo not drawn)	1.4	4	20	-5	.	5	16	0.5	-5	2.4
CCCN(CCC)Cc1c(C(=O)N/N=C/C(C)=C\c2ccccc2)nnn1-c1nonc1N	4.1	-5	-2	-6	-2.5	6	6	0.9	10	3.8
O=C(CSc1cn(CCNC(=O)c2c(F)cccc2F)c2ccccc12)NCC1CCCO1 (stereo not drawn)	0.9	4	-2	-14	0.2	14	-2	-1.2	?	2.1
COc1ccccc1N1CCN(C(=O)c2cc(C(=O)N3CCN(c4ccccc4OC)CC3)cc([N+](=O)[O-])c2)CC1	2.9	-3	-1	-11	-0.6	11	5	-2.1	8	1.7
O=C(O)CCSc1ccccn1	-0.3	-5	0	-15	-1.6	15	3	-0.3	-2	4.2
CC1c2[nH]c3ccccc3c2C[C@H]2C(=O)N(CCO)CC(=O)N12 (stereo partly drawn)	0.5	0	-1	-20	0.4	20	-7	-0.2	11	0.5
COc1ccccc1C(=O)COC(=O)CN1C(=O)c2ccccc2C1=O	-0.3	-4	-1	-13	-0.2	13	6	0.3	-2	0.6
Cc1ccc(N(CC(N)=O)C2SC(=O)N(Cc3cccc(C(=O)O)c3)C2=O)cc1 (stereo not drawn)	-0.4	-3	.	-21	0.2	21	4	1.5	9	1.9
CN(C)C(=O)COC(=O)c1cc(Cl)cc(Cl)c1N	-1.1	0	-2	8	-0.7	-8	.	-1.1	-11	0.7
CCN1CCCC1CNc1ccc(S(C)(=O)=O)cc1[N+](=O)[O-] (stereo not drawn)	1.0	11	-1	.	-0.1	.	6	-2.8	-7	2.0
C#CCNC(=O)C1=C[C@H](c2coc3ccccc3c2=O)C[C@H](OCc2ccc(CO)cc2)O1	3.6	-1	-3	-32	-0.2	32	-12	-2.3	11	4.4
CCCCNS(=O)(=O)c1ccc2nc(SCC(N)=O)[nH]c2c1	1.4	-4	1	2	1.0	-2	-1	0.8	-4	-3.1
CCOC(=O)Cc1csc(NS(=O)(=O)c2ccc(C(F)(F)F)cc2)n1	1.8	.	-2	.	.	.	.	1.1	.	0.4
CC1CCCC(C)N1C(=O)COC(=O)Cn1cnc2c1c(=O)n(C)c(=O)n2C (stereo not drawn)	1.0	-4	-3	-4	-1.9	4	4	0.9	1	1.8
CCCCNC(=O)C1CCN(S(=O)(=O)c2cnc[nH]2)CC1	2.4	2	2	-10	-4.8	10	6	-1.2	1	2.5
CCN(C(=O)COc1ncnc2ccc(Br)cc12)C1CCS(=O)(=O)C1 (stereo not drawn)	0.8	-7	4	-34	-0.4	34	.	-3.1	-2	1.6
Cc1oc(-c2ccccc2F)nc1CSCC(=O)NC1CCC(C)CC1 (stereo not drawn)	2.4	-3	0	6	-0.1	-6	-14	-1.4	2	-1.3
CN(C(=O)C1CCC(=O)N(C2CC2)C1)C1CCCCC1 (stereo not drawn)	0.4	-3	-1	-8	-1.2	8	4	-0.7	6	-0.9
CCOc1ccccc1NC(=O)C(OC(=O)c1cc(C)oc1C)c1ccccc1 (stereo not drawn)	0.5	-1	-3	5	0.6	-5	-4	-0.7	12	5.0
Cc1cc(C(=O)Nc2ccccc2C)on1	3.6	3	0	.	-1.4	.	1	-0.3	-2	0.2
CC1(C)CC(=O)C(C=N)=C(O)C1	5.0	1	2	-7	0.0	7	-2	0.6	6	1.4
Nc1cc([N+](=O)[O-])ccc1Nc1ccccc1	-0.9	1	.	3	-0.7	-3	12	1.6	-2	1.7
C#Cc1ccc(CN2CCC(Oc3ccc(C(=O)NCc4ccccn4)cc3)CC2)cc1	3.4	-4	0	-1	-1.1	1	-8	1.1	6	2.2
NC(=S)NNc1cccc2cccnc12	-1.8	-5	14	68	1.8	-68	-13	-1.7	-1	-0.3
CCOCCCNC(=O)CNC(=S)N(Cc1ccc(C)cc1)Cc1ccco1	-0.2	-3	0	-23	-3.1	23	-3	-1.4	-16	2.0
COc1ccc(Cc2nc(-c3cccc(C)c3)no2)cc1	4.3	3	-2	.	-2.9	.	39	0.9	1	1.2
CCN(CC(=O)NCc1cccs1)C(=O)/C=C/c1cc(Br)ccc1OC(F)F	1.6	1	-2	43	-0.7	-43	-1	-0.8	8	2.9
Cc1cccc(NC(=S)N/N=C/c2c[nH]c3ccccc23)c1	7.2	10	10	7	-0.2	-7	-8	0.0	?	2.2
O=C(CCc1ccc(S(=O)(=O)NCCc2ccccc2)cc1)NCc1ccco1	1.7	4	-1	18	0.4	-18	-5	0.7	-2	0.8
O=C(CSc1ccc([N+](=O)[O-])cc1)Nc1ccccc1N1CCOCC1	-0.8	-4	15	26	0.5	-26	.	1.3	4	0.6
Cn1c(SCc2ccccc2F)nc2cccnc21	-0.8	2	.	3	-1.1	-3	.	-1.2	2	2.0
O=C(COC(=O)c1cccnc1)c1ccc(Cl)c(Cl)c1	0.7	1	.	-8	-0.8	8	-4	1.2	1	3.3
Cc1ccc(C(=O)NC2CCCN(c3ccc(C(F)(F)F)cn3)C2)cn1 (stereo not drawn)	5.9	45*	1	-13	0.2	13	-17	0.7	-1	2.1
Cn1nc(-c2ccccc2)cc1NC(=O)Nc1ccccc1F	3.2	.	11	-4	-1.2	4	.	0.7	-3	1.4
CCC(=O)c1ccc(OCC(=O)NCCC2=CCCCC2)c(OC)c1	2.0	-3	-4	23	-3.3	-23	7	-0.8	-4	0.3
Cn1cc([N+](=O)[O-])c(C(=O)NNC(=O)c2ccc([N+](=O)[O-])cc2)n1	-1.4	.	-1	-4	-0.8	4	-5	1.7	-1	-1.4
CC(=O)N1CCc2cc(C(=O)CN3CCN(c4cccc(Cl)c4)CC3)ccc21	-0.6	-3	-3	44	-0.7	-44	-18	3.3	-6	2.3
Cc1ccc(C)c(OCC(=O)N/N=C/c2c(C)nn(-c3ccccc3)c2Cl)c1C	1.5	.	-5	24	-0.7	-24	9	-0.6	-3	0.6
CC(=O)C1=C(C)NC(=O)NC1c1ccc(Cl)cc1 (stereo not drawn)	0.8	-1	0	-11	-1.4	11	5	4.8	-5	-0.2
CCCCNC(=S)NNC(=O)c1cc(C)on1	0.3	-2	0	16	-1.9	-16	-18	0.3	5	0.7
Nc1nc(N2CCN(C(=O)c3ccco3)CC2)nc2ccccc12	0.9	.	.	-20	-1.6	20	.	0.4	11	2.2
O=C(NCc1ccc2c(c1)OCO2)c1ccc(S(=O)(=O)C(F)F)cc1	3.6	13	-2	-20	0.0	20	15	0.2	-7	-1.4
O=C(CSCc1ccc(Cl)cc1)N1CCN(Cc2ccc3c(c2)OCO3)CC1	1.9	3	.	-24	-1.1	24	4	0.8	15	1.4

# (cont.)
Structure	AddAB inh	CAL PDZ FP-2	Wnt bcat act	SR-BI DiI inh	CAL PDZ FP-1	SR-BI DiI-HDL act	MITF TRPM1 HTS	E coli growth	Tat transport	phage Ecoli inh
C=CCN(Cc1ccc(Cl)s1)C(=O)c1ccc(F)c(S(=O)(=O)N2CCOCC2)c1	-1.1	-6	-1	1	-0.9	-1	-5	0.1	-5	0.5
Cn1c(CNC(=O)c2ccco2)nnc1SCC(=O)N1CCN(c2ccccc2)CC1	1.0	-2	0	.	-0.5	.	0	-1.8	-4	0.6
O=C1CC(c2cccc(F)c2)c2c(c3ccccc3[nH]c2=O)O1 (stereo not drawn)	0.7	4	-1	-14	-1.7	14	-11	-2.0	-9	3.5
C=C(C)CNC(=S)Nc1nc2c(cc1C(=O)OCC)CCCC2	.	-1	30	-13	-2.5	13	83*	.	1	5.0
O=C(O)c1cccc(NC2=Nc3cccc4cccc2c34)c1	1.4	5	0	.	-2.1	.	6	2.3	-5	0.0
